# Screens as filed in PubChem BioAssay.
# MPTP block: blocks calcium-induced mitochondrial swelling. isolated mouse mitochondria, Ca2+ swelling absorbance, 30 min. inhibition, % at 10 µM. 360,000 tested, 1.4% active. AID 602449;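 active = inhibition of 50% or more, scaled per plate between neutral and stimulator controls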;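 note: 0% = DMSO wells given calcium and 100% = 1 mM EGTA wells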
# tim10-1 inh: tim10-1 yeast growth inhibition; S. cerevisiae tim10-1 ts strain growth, BacTiter-Glo, 24 h; inhibition, % at 20 µM; 330,000 tested, 2.2% active;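 active = inhibition of at least 40%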;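 note: mutant grown at 25 °C; 0% = DMSO wells with yeast and 100% = wells holding no yeast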
# beta cell repl: induces beta-cell replication in MIN6 cells; MIN6 cells proliferation, ATPlite luminescence, 48 h; cells starved in 0.2% serum; 100% = growth in 10% serum; proliferation, % at 10 µM; 330,000 tested, 0.29% active; AID 2380;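 active = compounds whose signal lies at least 3.5 SD above the mean of all wells on their plate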;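 note: 0% = DMSO-treated cells in low-serum medium and 100% = 10% serum control; some compounds called inactive have numbers as strong as hits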
# NR3A LBD binder: NR3A (human) ligand-binding domain modulation. NR3A LBD differential scanning fluorimetry, Tm shift; 0% = protein alone, 100% = glycine-bound protein. Tm shift relative to glycine control, % at 25 µM. 340,000 tested, 2.5% active;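 active = melting temperature shift of at least 10% of the positive control shift, at one fixed dose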
# NLRP3 yeast inh: inhibitors of NALP3 inflammasome in yeast; 330,000 tested, 0.39% active; inhibition, % at 10 µM; Yeast reconstituted NLRP3/ASC/caspase-1, beta-gal luminescence, 24 h; AID 2825;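 active = inhibition of 50% or more; inactive = inhibition below 50%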;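 note: plate controls were induced DMSO wells for no effect and uninduced yeast grown without galactose for full effect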
# TIM10 inh: TIM10 yeast growth inhibition. AID 463195. inhibition, % at 10 µM. S. cerevisiae TIM10 strain growth, BacTiter-Glo luminescence, 24 h. 330,000 tested, 1.4% active;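 active = inhibition of 40% or more at the single tested concentration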;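 note: wild-type TIM10 isogenic control strain grown at permissive 25 °C; 0% = DMSO yeast wells and 100% = minimal medium wells without yeast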
# tim23-1 inh: tim23-1 yeast growth inhibition; S. cerevisiae tim23-1 growth, BacTiter-Glo luminescence, 24 h; inhibition, % at 20 µM; 330,000 tested, 1.3% active;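 active = growth inhibition of the mutant yeast at or above 50%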;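 note: temperature-sensitive mutant grown at 25 °C; plate controls were DMSO-treated mutant yeast for no effect and medium wells lacking yeast for full effect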
# APJ agonist: agonists of human APJ apelin receptor | CHO-K1 APJ PathHunter beta-arrestin, luminescence; 0% DMSO wells, 100% apelin | P35414 | 330,000 tested, 0.11% active | activation, % at 20 µM;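 active = activation more than six SD over the plate average, tested at 20 µM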;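 note: 0% = DMSO alone and 100% = apelin-13 at 10 nM; some results filed as inactive read as strong as hits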
# Target sequence (P35414 whole entry, looked up): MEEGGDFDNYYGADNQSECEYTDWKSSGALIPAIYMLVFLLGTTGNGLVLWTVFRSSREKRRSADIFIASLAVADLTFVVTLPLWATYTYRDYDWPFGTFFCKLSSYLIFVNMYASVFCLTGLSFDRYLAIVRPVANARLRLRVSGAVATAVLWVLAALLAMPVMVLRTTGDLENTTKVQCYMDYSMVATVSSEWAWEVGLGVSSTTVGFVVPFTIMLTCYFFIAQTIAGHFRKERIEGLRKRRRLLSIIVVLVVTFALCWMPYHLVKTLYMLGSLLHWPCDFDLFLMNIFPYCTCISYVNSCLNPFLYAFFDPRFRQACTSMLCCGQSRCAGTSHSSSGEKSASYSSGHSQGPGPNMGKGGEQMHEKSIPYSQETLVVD
#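 Test system: CHO-K1 APJ beta-arrestin complementation cell line. Amount: cell density 1000 per well. Controls: DMSO negative, 10 nM Apelin-13 positive. Signal: luminescent beta-gal fragment complementation, chemiluminescent substrate. Read-out basis: agonist-driven arrestin binding to APJ. Timing: compound stimulation 90 min at 25 °C, detection 60 min.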
# APJ antag: APJ receptor antagonism; CHO-K1 APJ beta-arrestin complementation, luminescence; inhibition, % at 20 µM; 330,000 tested, 0.32% active; AID 2521;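 active = inhibition above about 40% at 20 µM, limit read from the data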;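 note: cells challenged with 10 nM apelin-13 agonist together with compound; plate controls were apelin-13 plus DMSO wells for no effect and DMSO wells lacking apelin-13 for full effect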
# Active calls of the source: *; · = no result given; ! = repeats disagree.
SMILES,MPTP block,tim10-1 inh,beta cell repl,NR3A LBD binder,NLRP3 yeast inh,TIM10 inh,tim23-1 inh,APJ agonist,APJ antag
CCC(C)c1ccccc1NC(=O)COC(=O)C1=COCCO1 (stereo not drawn),1.9,-5.5,-0.5,0.3,12.2,-3.7,1.1,0.5,6.3
Cc1ccc(NC(=O)C2CCN(C(=O)[C@@H]3Cc4ccccc4CN3)CC2)cc1,-0.8,-1.2,0.6,-0.7,11.5,2.3,-30.6,-2.9,14.1
Cc1ccc(NC(=O)CSc2n[nH]c(-c3cccnc3)n2)cc1Cl,0.1,-11.6,0.0,-3.0,19.5,-10.5,-2.9,-3.4,8.3
CCN(CC(=O)Nc1ccc(NC(C)=O)cc1)C(=O)CSc1nnc(-c2ccco2)n1CC,-0.7,1.0,-1.2,-0.3,2.7,-3.7,0.6,-1.3,18.1
COc1ccccc1NC(=O)c1ccc2c(c1)N(CC(=O)NC(C)(C)C)C(=O)C(C)(C)O2,3.3,17.1,-1.6,-0.8,6.1,-12.4,24.9,-4.2,-14.5
O=c1[nH]c(CSc2nnc(Nc3ccccc3)s2)nc2ccccc12,0.4,-10.1,1.2,-3.9,-7.4,-22.8,-5.3,-3.1,4.0
CC1CCCCC1NC(=O)CN1CCC(O)(c2ccc3c(c2)OCO3)CC1 (stereo not drawn),2.7,3.5,3.7,-2.2,-0.2,11.3,-5.7,-1.8,-7.9
Cc1nc2c3ccccc3[nH]c(=O)n2n1,2.8,-9.6,-0.2,-0.6,9.5,5.1,-13.6,1.2,19.9
COc1ccccc1N(CC(=O)NCCSc1ccccn1)S(=O)(=O)c1ccccc1,1.6,13.8,18.8*,-0.6,-10.3,25.5,22.9,-2.8,-12.0
COc1ccccc1C1=CC(=O)C[C@H](c2ccc(Cl)cc2)C1,0.2,0.1,-5.0,-5.0,14.8,-22.6,36.8,-5.1,0.6
COc1ccc(N2CCN(C(=S)Nc3cc(C)ccc3C)CC2)cc1,-0.1,-2.9,-0.9,-0.7,-8.6,0.2,-10.6,0.2,17.9
O=C(COC(=O)C12CC3CC(CC(C3)C1)C2)Nc1ccc(OC(F)F)cc1,15.4,44.0*,-5.3,8.5,0.4,56.6*,58.8*,-4.7,-6.3
COc1ccc(OC)c(C2=CC(=O)C[C@H](c3ccc4c(c3)OCO4)C2)c1,0.0,17.3,-3.1,-5.2,30.9,-17.9,29.9,-3.0,6.6
Cn1ccc(-c2ccccc2)n1,0.2,4.5,-0.5,1.4,26.8,-13.5,11.4,-2.8,-6.9
CN(C(=O)CSc1nnc(-c2cccs2)n1N)c1ccccc1,-1.0,-7.9,-0.1,-1.1,-7.5,7.0,-8.3,-0.4,-6.8

# Just NLRP3 yeast inh, APJ antag and tim10-1 inh, for some of the entries so far:
mol	NLRP3 yeast inh	APJ antag	tim10-1 inh
O=c1[nH]c(CSc2nnc(Nc3ccccc3)s2)nc2ccccc12	-7.4	4.0	-10.1
CC1CCCCC1NC(=O)CN1CCC(O)(c2ccc3c(c2)OCO3)CC1 (stereo not drawn)	-0.2	-7.9	3.5
Cc1nc2c3ccccc3[nH]c(=O)n2n1	9.5	19.9	-9.6
COc1ccccc1N(CC(=O)NCCSc1ccccn1)S(=O)(=O)c1ccccc1	-10.3	-12.0	13.8

# The listing continues:
SMILES,MPTP block,tim10-1 inh,beta cell repl,NR3A LBD binder,NLRP3 yeast inh,TIM10 inh,tim23-1 inh,APJ agonist,APJ antag
CCOc1ccc(CCNC(=O)CN2C(=O)CCSc3ccccc32)cc1,0.3,15.5,-5.2,-5.7,16.9,22.5,32.8,-4.8,-6.8
CC(CC(=O)Nc1cc(S(=O)(=O)N2CCOCC2)ccc1OCC(F)(F)F)c1ccccc1 (stereo not drawn),0.6,16.4,-0.5,1.2,24.1,-4.7,9.2,-4.3,8.8
O=C(COc1ccccc1)NCCSCc1ccco1,-0.1,35.2,-2.5,0.4,6.7,-9.7,17.4,-1.4,2.4
Cc1cc(O)cc2c1O[C@@](C)(CCC[C@@H](C)CCC[C@@H](C)CCCC(C)C)CC2,-2.0,2.5,-3.4,-3.5,15.5,-3.5,-11.1,4.7,-7.7
CSCCC(NC(=O)c1ccccc1)C(=O)NCCCSc1ccccc1 (stereo not drawn),-1.1,11.8,1.9,0.4,4.0,-4.7,11.4,-6.9,25.3
CC1(C)CC(=O)c2cnc(NCc3ccco3)nc2C1,-5.3,17.8,-1.4,-3.1,-5.8,-1.5,17.4,1.0,5.2
CCCCNc1c(-c2ccc(OC)c(SC3CCCCC3)c2)nc2ccc(C)cn12,76.4*!,21.8,-6.3,-15.2,18.8,13.6,43.2,17.5*,4.0
O=C(NCC(c1cccnc1)N1CCN(c2ccccc2)CC1)c1ccc2c(c1)OCO2 (stereo not drawn),-1.3,-30.1,-3.6,-0.9,-2.4,7.5,-65.0,-2.5,-8.9
CCN1CCN(c2ccc(S(=O)(=O)N3CCOCC3)cc2NC(=O)CCOc2ccccc2)CC1,0.9,-16.6,-1.4,0.1,-8.6,-10.4,-11.8,10.1,2.8
Cn1c(=O)[nH]c(=O)c2c1nc(Br)n2CCOc1ccccc1,1.2,14.3,-2.6,1.2,-8.9,-6.8,-14.0,-4.8,-17.0
CCOC(=O)N1CCC(NC(=O)c2cc(-c3ccc(OC)cc3)nc3ccccc23)CC1,-1.3,31.3,-1.7,-1.4,12.2,11.6,21.1,-6.3,-13.0
Fc1ccc(-n2c(-c3ccc4ccccc4n3)n[nH]c2=S)cc1,-0.7,9.5,7.9*,0.8,24.8,32.6,27.6,-4.0,9.0
Cc1cc(NC(=O)COc2cccc3cccnc23)no1,·,11.0,-2.5,·,26.4,3.7,-4.6,3.5,17.1
Cc1cc(C)c2cccc(NC(=S)NC(=O)c3ccccc3)c2n1,2.8,28.1,-3.2,-1.1,32.2,18.9,7.9,-0.9,12.2
O=S(=O)(c1ccc2c(c1)CCCN2)N1CCCC2CCCCC21 (stereo not drawn),-0.2,46.8*,0.7,-16.5,2.0,17.7,45.3,0.6,-0.6
COc1ccc(-c2ccc(-c3cc(=O)oc4cc(OC)c(OC)c(OC)c34)cc2)cc1OC,-0.2,11.4,·,1.6,·,-6.5,27.7,·,·
COC(=O)c1c(NC(=O)COC(=O)c2ccc(C)s2)sc2c1CCCCC2,-0.1,12.5,-4.3,-0.3,8.6,3.3,12.3,-4.4,-6.0
CCC(c1nc2ccccc2c(=O)n1-c1cccnc1)N1C(=O)c2ccccc2C1=O (stereo not drawn),0.3,30.7,0.8,0.8,18.0,27.7,25.6,-1.2,13.5
CCC(CC)NC(=O)c1nn(Cc2ccccc2)c(=O)c2ccccc12,-0.3,-14.4,-0.9,-3.0,13.6,20.3,22.4,-2.7,24.3
COC(=O)c1cc(NC(=O)CN(c2ccccc2OC)S(=O)(=O)c2ccccc2)ccc1Cl,-0.7,20.9,-5.3,-7.1,8.2,-16.3,25.3,-0.1,10.1
COc1cccc(NC(=O)c2ccc[n+](C)c2)c1,1.0,0.2,-1.6,1.6,0.7,-11.4,-1.7,-2.7,2.5
Cn1nc([N+](=O)[O-])nc1N1CCOCC1,-0.6,-3.5,-0.6,0.4,10.8,-3.2,26.4,-8.1,-10.0
COCCNC(=S)Nc1ccc2nc(N3CCN(C)CC3)cc(C)c2c1,0.2,6.6,3.1,0.1,8.5,-7.5,4.4,-0.2,-2.7
CCOCCn1c(=NC(=O)c2cc3ccccc3oc2=O)sc2cc(S(N)(=O)=O)ccc21,1.5,10.5,0.6,-11.5,6.0,-7.9,-8.8,-0.3,4.1
O=C1c2ccccc2C(=O)C1(O)O,·,-15.2,-0.3,·,7.2,1.3,-10.6,-2.9,-15.8
C=CCNC(=S)NNC(=O)c1ccc(OCCCC)cc1,1.0,18.9,-0.7,2.5,12.5,17.6,1.5,-3.5,29.9
CCn1c(CNC(=O)c2ccc3c(c2)OCO3)nnc1SCC(=O)Nc1cc(C)ccc1OC,-6.4,-4.6,0.8,10.2*,7.4,-6.1,2.9,0.3,1.2
O=C(CNC(=S)N(CCCN1CCOCC1)Cc1cccs1)NCc1ccccc1Cl,-0.2,-6.3,4.2,0.3,7.1,10.8,9.3,-2.0,10.3
Cc1ccc(S(=O)(=O)N(C)CCCC(=O)n2nc(C)cc2C)cc1,-1.1,18.7,-4.5,-2.2,2.6,27.2,15.8,6.3,-1.7
O=C(O)c1ccc(NC(=O)c2cc3ccccc3o2)cc1,-0.9,-0.8,-3.6,1.6,-1.7,17.4,5.3,3.3,-14.3

# Next section, starting with the last two of the part before.
SMILES,MPTP block,tim10-1 inh,beta cell repl,NR3A LBD binder,NLRP3 yeast inh,TIM10 inh,tim23-1 inh,APJ agonist,APJ antag
Cc1ccc(S(=O)(=O)N(C)CCCC(=O)n2nc(C)cc2C)cc1,-1.1,18.7,-4.5,-2.2,2.6,27.2,15.8,6.3,-1.7
O=C(O)c1ccc(NC(=O)c2cc3ccccc3o2)cc1,-0.9,-0.8,-3.6,1.6,-1.7,17.4,5.3,3.3,-14.3
Cc1nccn1CC(O)COc1ccc([N+](=O)[O-])cc1 (stereo not drawn),-1.2,18.4,-1.4,3.5,11.2,-6.8,15.2,-3.4,21.8
CCOC(=O)CNc1nc(Cl)nc(Nc2ccccc2)n1,-0.2,6.5,1.6,-0.5,13.7,12.7,-2.6,-0.3,2.1
CCCN=C1N(C)C[C@@H]2[C@@H]3C(=O)N(C)C(=O)[C@@H]3[C@](C)(C(=O)OC)N12,0.6,-7.1,·,-1.1,·,-16.8,7.3,·,·
Cc1cc(C)c2[nH]c(O)c(N=NC(=S)NCC3CCCO3)c2c1 (stereo not drawn),0.9,13.9,-0.3,0.9,4.4,22.0,8.6,1.7,23.4
Cc1cc(NC(=O)c2ccc(C#N)cc2)on1,0.8,2.1,-1.6,1.9,9.6,18.5,12.0,-0.5,11.1
Cc1ccc2sc(N3CCN(CCNC(=O)c4ccco4)CC3)nc2c1C,-1.8,12.1,-3.0,0.3,12.0,13.3,15.4,0.8,3.2
CCOc1ccccc1N1CCN(C(=O)c2ccc3[nH]c4c(c3c2)CCCC4)CC1,-0.8,5.8,-5.2,-7.2,5.4,8.9,24.7,-3.7,3.2
O=C(O)Cn1cnc2sc3c(c2c1=O)CCCC3,-0.6,1.1,-2.5,-0.6,17.0,-14.5,0.8,-4.2,10.9
S=C(Nc1ccc(Cl)cc1)c1sc(N2CCCCC2)nc1N1CCOCC1,2.6,4.0,1.3,4.2,22.8,5.5,-6.9,-4.0,12.8
O=C(NCC1CCCO1)C(=O)c1c[nH]c2ccccc12 (stereo not drawn),0.8,6.4,0.6,-0.4,32.7,0.6,5.6,0.0,-18.9
CC1(c2ccc3ccccc3c2)NC(=O)N(CC(=O)NCc2cccs2)C1=O (stereo not drawn),0.6,2.3,-2.2,1.2,-1.2,7.9,0.9,-1.1,5.8
CC1CCN(CC(C)OC(=O)c2ccco2)CC1 (stereo not drawn),-1.3,10.7,2.7,1.0,15.6,3.2,14.3,-0.4,3.2
COc1ccc(N2CCN(C(=O)CSc3nnnn3C3CC3)CC2)cc1,-2.4,-4.3,0.6,-1.2,14.4,3.2,5.6,-3.8,3.3
CCOC(=O)c1ccccc1NC(=O)COC(=O)c1c(CC)noc1C,0.7,10.7,5.8,3.0,16.0,-8.5,16.8,-6.9,4.0
CSC(=S)N/N=C/c1ccc(N(C)C)cc1,-0.7,35.8,-3.1,2.1,30.1,37.3,19.8,-5.2,35.1
Cc1nc2ccccc2c(=O)n1/N=C/c1c(O)ccc2oc3c(c12)CCCC3,-0.4,13.1,-3.4,0.7,10.9,22.4,22.0,-3.3,4.0
CCN(CCNC(=O)C1CCN(Cc2nc(-c3ccc(Cl)cc3)oc2C)CC1)c1ccccc1,-2.8,10.4,-6.1,-4.1,12.7,22.6,2.7,-1.4,-9.4
